High-throughput results: PubChem, several laboratories
Smad3 inh – Smad3/FoxH1 peptide binding inhibitors, primary screen, biochemical, TR-FRET. Mothers against decapentaplegic homolog 3 (Homo sapiens), P84022. TR-FRET Smad3/Dy647-FoxH1 peptide binding, europium anti-His. inhibition, % at 25 µM. 0.29% of 88,000 active;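 active = compounds that reduce the energy-transfer binding signal between the protein and its labelled peptide by more than half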;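 note: 0% = Smad3 plus labelled peptide maximal FRET and 100% = peptide-only background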
cytoskel mod – modifiers of F-actin cytoskeleton organization, primary screen, imaging, HUVEC, phalloidin staining, high-content imaging | HUVEC TNFa F-actin phalloidin imaging | inhibition, % at 2 µM | 0.18% of 91,000 active | AID 836, 2007;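 active = inhibition above the batch mean plus 3 SD and confirmed as a hit by visual image inspection, cut at about 30% in these data, passing the limit was not always enough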; note: strong numbers were not always called active
PTPN22 inh 2 – PTPN22 phosphatase inhibitors, primary screen, biochemical, DiFMUP fluorescence, 2 µM. recombinant LYP catalytic domain. 0.21% of 96,000 active. inhibition, % at 2 µM. AID 640, 2007;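 active = inhibition at 2 µM at or above a set limit, the screen mean plus 3 SD, cut at about 24% in these data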;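 note: 0% = DMSO with enzyme and 100% = enzyme fully blocked by orthovanadate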
Target sequence (Q9Y2R2 whole entry, looked up, the tested form may be a part): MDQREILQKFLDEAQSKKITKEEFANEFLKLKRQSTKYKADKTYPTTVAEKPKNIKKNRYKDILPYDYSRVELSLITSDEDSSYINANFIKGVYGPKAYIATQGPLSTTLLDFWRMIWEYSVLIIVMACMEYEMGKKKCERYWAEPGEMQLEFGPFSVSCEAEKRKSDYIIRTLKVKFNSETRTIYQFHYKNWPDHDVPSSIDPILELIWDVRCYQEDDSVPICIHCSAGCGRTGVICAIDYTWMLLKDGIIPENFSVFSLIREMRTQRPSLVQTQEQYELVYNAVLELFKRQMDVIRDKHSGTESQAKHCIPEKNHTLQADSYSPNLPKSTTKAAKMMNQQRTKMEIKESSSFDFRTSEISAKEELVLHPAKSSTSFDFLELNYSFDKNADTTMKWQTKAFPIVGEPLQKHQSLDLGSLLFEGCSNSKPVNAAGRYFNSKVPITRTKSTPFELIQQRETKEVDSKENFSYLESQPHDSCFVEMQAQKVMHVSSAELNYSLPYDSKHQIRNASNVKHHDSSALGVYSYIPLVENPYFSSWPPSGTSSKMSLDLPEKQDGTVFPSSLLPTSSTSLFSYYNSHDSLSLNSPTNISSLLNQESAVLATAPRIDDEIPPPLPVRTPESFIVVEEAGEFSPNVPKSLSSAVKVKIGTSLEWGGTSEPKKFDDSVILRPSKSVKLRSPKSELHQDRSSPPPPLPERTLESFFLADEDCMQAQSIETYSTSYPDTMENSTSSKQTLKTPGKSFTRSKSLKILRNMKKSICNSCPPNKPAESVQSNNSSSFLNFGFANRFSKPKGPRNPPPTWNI
HUVEC tox IL1B – cytotoxicity in IL-1B stimulated HUVEC, primary screen, cytotoxicity control for IL-1B NFkB translocation project, imaging, Hoechst nuclear count, IL-1B stimulus; cell count reduction, % at 2 µM; 0.41% of 94,000 active; HUVEC cell count loss;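 active = cell count reduction more than 3 SD above the screen-wide mean, cut at about 70% in these data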;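 note: normalized per plate to untreated control cells as the no-loss baseline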
HUVEC tox TNFa – cytotoxicity in TNFa-stimulated HUVEC, primary screen, cytotoxicity control for VCAM1 expression modulator project, imaging, Hoechst nuclei count | HUVEC TNFalpha-stimulated, Hoechst cell count | cell count reduction, % at 2 µM | 0.17% of 93,000 active | AID 848, 2007;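 active = cell count reduction exceeding the screen mean by over 5 SD, scaled to untreated wells per plate, cut at about 78% in these data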;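 note: cells counted after 24 h of TNF alpha exposure following the 1 h pretreatment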
Calb biofilm kill – clotrimazole potentiators killing Candida biofilms, primary screen, with clotrimazole, Alamar Blue; C. albicans biofilm + clotrimazole; inhibition, % at 6 µM; 0.14% of 85,000 active; AID 834, 2007;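 active = inhibition above 20%; inactive = inhibition below 20%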;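 note: preformed 24 hr biofilms exposed to compound for 48 hr; 0% = biofilm without compound and 100% = blank killed by clotrimazole plus chlorhexidine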
hDAT+cocaine – changed hDAT dopamine uptake under cocaine IC80, either direction, primary screen, cocaine antagonist project, cell-based, LLC-PK1 hDAT, [14C]-dopamine uptake, MLSMR; Sodium-dependent dopamine transporter (Homo sapiens), Q01959; LLC-PK1 hDAT cells, [14C]-dopamine uptake with cocaine IC80; actives deviate in either direction; B-score at 10 µM; 1.3% of 110,000 active;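 active = Z score or B-score, a plate-position-corrected score, falls beyond the plate's 99.7% confidence bounds, in either direction; inactive = both scores lie inside the 99.7% bounds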;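 note: scored against the spread of the other compound wells on the same plate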
MT1-MMP txn act – MT1-MMP promoter reporter activation – cell-based, luciferase luminescence, primary screen; activation factor at 10 µM; HT1080 MT1-MMP promoter luciferase reporter, overnight; active compounds read high; 0.16% of 86,000 active;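 active = activation factor of at least 2 for MT1-MMP transcription at 10 µM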
VCAM1 TNFa inh – inhibitors of TNFa-induced VCAM1 expression, primary screen, imaging, HUVEC, TNFa stimulus, immunofluorescence | inhibition, % at 2 µM | HUVEC TNFa-induced VCAM-1 immunofluorescence, high-content imaging | 0.48% of 95,000 active;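 active = inhibition above the batch mean plus 3 SD, with images confirmed as a hit by eye, cut at about 37% in these data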;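 note: 0% = TNF-stimulated DMSO wells and 100% = unstimulated control wells; not every result past the cut was called active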
* marks the source's active call; other numbers are inactive results; · = no result given; [ ] = remark or other dose.

SMILES | Smad3 inh | cytoskel mod | PTPN22 inh 2 | HUVEC tox IL1B | HUVEC tox TNFa | Calb biofilm kill | hDAT+cocaine | MT1-MMP txn act | VCAM1 TNFa inh
O=C(c1cccc(Cl)c1)c1nn(-c2ccccc2)c(=O)cc1C(F)(F)F | · | 18 | -5 | 16 | -20 | · | 0.059 | · | 11
CCN1CCN(Cc2coc3ccc(C)cc3c2=O)CC1 | -9 | -3 | -9 | -8 | -24 | 0 | 1.3 | 1.2 | 11
c1ccc2c(c1)[nH]c1c(N3CCCC3)ncnc12 | 2 | 14 | 2 | -13 | -6 | 4 | -1.8 | 0.9 | -3
COc1ccc(S(=O)(=O)N2Cc3ccccc3CC2C(=O)Nc2nccs2)cc1 (stereo unspecified) | -9 | -13 | 6 | -10 | -2 | 2 | -1.7 | 1.6 | 2
CC(C)c1nc(SCC(=O)Nc2nc3c(s2)CCCC3)c2ccccc2n1 | · | 17 | 6 | 14 | 3 | · | 0.19 | · | -14
O=C(O)/C=C/C(=O)Nc1ccc(F)cc1F | · | 8 | 6 | -17 | -4 | · | -0.53 | · | 0
O=C1C=C(c2ccccc2)CC(c2cccs2)C1n1cnc([N+](=O)[O-])c1 (stereo unspecified) | 4 | -38 | 6 | -16 | -2 | 6 | -0.023 | 1.1 | 6
Clc1ccc(Sc2oc(/C=N/n3cnnc3)cc2Br)cc1 | -6 | -5 | 8 | 1 | -22 | 10 | -0.74 | 1.1 | 10
COc1ccccc1-c1nnc(NC(=O)OCC(C)C)s1 | -7 | 0 | 3 | -8 | -32 | -5 | 1.1 | 1.3 | -3
CN(C)c1ccc(C(=O)Nc2nc3c(s2)CCCC3)cc1 | · | -11 | 15 | -22 | -16 | · | -0.62 | 1.4 | 2
CC1CCCCC1NC(=O)COC(=O)c1ccc(S(=O)(=O)NCc2ccco2)cc1 (stereo unspecified) | · | -11 | 0 | -5 | -11 | · | 0.012 | · | 1
Cc1ccc(C(=O)NCc2nnc(SCC(=O)Nc3sc4c(c3C#N)CCCC4)n2C)cc1 | 10 | -13 | 10 | 82* | -8 | 6 | 2.5 | 1.2 | 14
O=C(NCc1ccco1)Nc1cccs1 | 1[fluorescence artefact?] | · | -42 | -49 | -21 | -3 | 0.79 | 1 | -4
c1ccc(CCC2=NCCn3cccc32)cc1 | 1 | -11 | -2 | -15 | -26 | 8 | -0.043 | 0.9 | 5
O=C(Nc1ccc2oc(-c3ccncc3)nc2c1)c1cccs1 | 0 | 3 | -7 | -36 | -4 | 8 | -1.1 | 1.1 | 7
Cc1cccc(N=C2NC(=O)CS2)c1 | 9 | 5 | -6 | -11 | -17 | -1 | 0.19 | 1.3 | 13
Cc1ccc(C(=O)CCNc2ccc(F)c(Cl)c2)o1 | 1 | · | · | · | · | 4 | -0.71 | 1.3 | ·
O=C(Nc1ccc(Cl)cc1)c1cc2nc(-c3ccco3)cc(C(F)(F)F)n2n1 | 0 | -12 | -9 | -8 | -27 | 7 | -0.45 | 1.2 | 6
N#CC1=C(SCC(N)=O)NC(=O)CC1c1ccccc1Cl (stereo unspecified) | 8 | -1 | -3 | -31 | -13 | 5 | -0.97 | · | -5
Cc1ccc(C(=O)CCC(=O)CCC(=O)O)cc1 | 13 | -22 | -2 | 11 | -25 | 5 | 0.017 | 1.1 | -2
Cc1cnnc2c1-c1nonc1CC2 | 5 | 21 | -15 | 20 | -27 | 1 | 0.04 | 1.2 | 33
CSc1ccccc1C(=O)N1CCOCC1 | 2 | -8 | -12 | 4 | -2 | 9 | -0.45 | 1 | -11
N#Cc1ccc(-c2nnnn2-c2ccc3c(c2)OCO3)cc1 | -7 | -7 | -2 | -34 | -16 | 0 | -1 | 1.2 | 14
CCOC(=O)C1CCN(C(=O)NC23CC4CC(CC(C4)C2)C3)CC1 | 6[fluorescence artefact?] | 1 | -7 | -26 | -6 | 3 | 0.033 | 1 | 8
Cc1ccc(N2CN=c3s/c(=C\c4ccccn4)c(=O)n3C2)cc1 | 4 | -18 | -1 | -4 | -5 | 0 | 0.23 | 1.1 | 7
O=S(=O)(NC1CCCCC1)c1ccc(S(=O)(=O)N2CCN3CCCC3C2)cc1 (stereo unspecified) | 8 | 14 | -6 | 6 | 2 | 0 | -0.56 | 1.2 | 12
COc1ccc(/C=C2/CCOC2=O)cc1 | · | -25 | 4 | -21 | -1 | · | 0.87 | · | 11
Cc1ccc(/C(O)=C2\C(=O)C(=O)N(CC(C)O)C2c2cccc(F)c2)cc1 (stereo unspecified) | -2 | · | · | · | · | 5 | -0.75 | 1.2 | ·
Cc1ccccc1-n1c(C)nnc1SCc1nc2ccccc2s1 | 0 | 14 | -2 | -50 | -7 | 8 | 0.32 | 1.5 | 13
O=C(NC(=S)Nc1ccc(C(=O)N2CCOCC2)cc1)c1ccc([N+](=O)[O-])cc1 | · | -6 | 0 | -14 | -3 | · | -0.73 | · | 15
CC(C)(C)C(=O)Nc1cccc(-c2nc3ccccc3[nH]2)c1 | 2 | 18 | 1 | -3 | -20 | 4 | 2.2 | · | 3
CC(=O)c1cc(CN2C(=O)c3ccccc3C2=O)cs1 | 1 | · | · | · | · | 8 | 1 | 1.1 | ·
CCOc1ccccc1NC(=O)CN1C(=O)COc2ccc(Cl)cc21 | -5 | 7 | -3 | -8 | -35 | 5 | -1.3 | 1.1 | 3
CCOc1cc(OCC)cc(C(=O)O)c1 | 0 | -7 | -8 | · | -12 | 10 | 0.73 | 1 | 23
CN(C)S(=O)(=O)Oc1cccc(C(=O)Nc2cccc(Cl)c2)c1 | · | -2 | -10 | 17 | -8 | · | 2 | · | 0
COC(=O)C(C)Oc1ccc(-c2nccc(-c3cccs3)n2)cc1 (stereo unspecified) | · | -7 | 10 | -7 | -11 | · | -0.019 | · | 0
O=C(COc1ccc2ccccc2c1)NCCNC(=O)COc1ccc2ccccc2c1 | -20[fluorescence artefact?] | 4 | 6 | -8 | -7 | 4 | 0.036 | 1.4 | -6
O=C(COC(=O)c1cccs1)NCc1ccc2c(c1)OCO2 | -2[fluorescence artefact?] | · | · | · | · | -5 | 1.4 | 1.2 | ·
Cc1ccc(C(=O)NCCOC23CC4CC(CC(C4)C2)C3)cc1 | · | -7 | -3 | -35 | -10 | · | 1.9 | · | 8
Cc1ccc(C(=O)NNC(=S)Nc2cccc3ccccc23)s1 | · | 5 | -9 | 0 | 1 | · | 0.56 | · | -10
Cn1c(SCC(=O)N(C2CCCCC2)C2CCCCC2)nnc1-c1cccs1 | 8 | 10 | 4 | -3 | -17 | 10 | -0.26 | 1.3 | 15
N#Cc1c(-c2cccs2)nc(SCC(=O)c2cccs2)[nH]c1=O | · | 2 | 10 | · | -9 | · | -0.32 | · | -4
O=c1cc(Nc2ccc3c(c2)OCCO3)[nH]c(=O)n1C1CCCCC1 | -7 | -3 | 23 | 18 | -18 | 5 | -0.73 | 1.2 | 4
N#C[C@H]1[C@H](c2ccccc2)[C@](C#N)(C(=O)c2ccccc2)[C@@H]2C=Cc3ccccc3N21 | · | 10 | 5 | 38 | 10 | · | · | · | 0
Cc1ccc(S(=O)(=O)Cn2nnnc2CN2CCN(Cc3ccc4c(c3)OCO4)CC2)cc1 | -5 | -7 | -7 | -4 | -27 | 10 | 2.6 | 1.2 | -16
Cc1ccc(C(=O)N/C(=C/c2ccc(-c3cc(C(F)(F)F)ccc3Cl)o2)C(=O)NCc2cccnc2)cc1 | · | -39 | 9 | -10 | 8 | · | -0.19 | · | -15
O=C(CSc1nc2ccccc2o1)Nc1cc(C(F)(F)F)ccc1N1CCOCC1 | · | 4 | 0 | -5 | -17 | · | -0.061 | · | 4
O=C(Nc1ccc(F)cc1F)N1CCN(c2ncccn2)CC1 | 2 | · | · | · | · | 12 | -0.019 | 1.1 | ·
CCOC(=O)c1c(C)[nH]c(=S)c(C#N)c1-c1ccc(OC)cc1 | · | 5 | 0 | 17 | 11 | · | -0.011 | · | -4
COc1cc(OC)cc(C(=O)Nc2ccc(S(=O)(=O)N(C)C)cc2)c1 | 5 | -4 | 2 | -12 | -7 | -1 | 1.4 | 1.1 | 10

Profiles from above. Values in the order: Smad3 inh, cytoskel mod, PTPN22 inh 2, HUVEC tox IL1B, HUVEC tox TNFa, Calb biofilm kill, hDAT+cocaine, MT1-MMP txn act, VCAM1 TNFa inh
`O=C(CSc1nc2ccccc2o1)Nc1cc(C(F)(F)F)ccc1N1CCOCC1` is listed as ·, 4, 0, -5, -17, ·, -0.061, ·, 4
`COc1cc(OC)cc(C(=O)Nc2ccc(S(=O)(=O)N(C)C)cc2)c1` is listed as 5, -4, 2, -12, -7, -1, 1.4, 1.1, 10
`Cc1ccc(C(=O)N/C(=C/c2ccc(-c3cc(C(F)(F)F)ccc3Cl)o2)C(=O)NCc2cccnc2)cc1` is listed as ·, -39, 9, -10, 8, ·, -0.19, ·, -15
`N#Cc1c(-c2cccs2)nc(SCC(=O)c2cccs2)[nH]c1=O` is listed as ·, 2, 10, ·, -9, ·, -0.32, ·, -4
`Cc1ccc(S(=O)(=O)Cn2nnnc2CN2CCN(Cc3ccc4c(c3)OCO4)CC2)cc1` is listed as -5, -7, -7, -4, -27, 10, 2.6, 1.2, -16

(more compounds)
SMILES | Smad3 inh | cytoskel mod | PTPN22 inh 2 | HUVEC tox IL1B | HUVEC tox TNFa | Calb biofilm kill | hDAT+cocaine | MT1-MMP txn act | VCAM1 TNFa inh
O=C(c1cn(-c2ccccc2)nc1-c1cccs1)N1CCN(c2ccccn2)CC1 | -1 | -25 | 7 | -11 | 13 | 8 | 1.3 | 1.3 | 6
CC(C)C(CCNC(=O)CN1C(=O)c2ccccc2C1=O)c1ccco1 (stereo unspecified) | 0 | 3 | 8 | -6 | -24 | -1 | -0.47 | 1.1 | 11
O=C1NC(Cc2c[nH]c3ccccc23)C(=O)N1c1ccc(F)cc1 (stereo unspecified) | 16 | · | -2 | -14 | 31 | 0 | -0.18 | 1.2 | -2
O=S(=O)(c1ccc(-c2csc(-c3cccnc3)n2)cc1)N1CCCCC1 | 17 | -11 | -4 | 8 | -17 | 7 | -0.82 | 1 | -6
CC1(C)CC2(CCO1)OC(=O)CC2C(=O)NCc1ccccc1 (stereo unspecified) | 9 | -24 | 3 | 15 | -14 | 1 | -0.44 | 1.2 | 2

Some of the compounds tested. The share of hits here may be higher or lower than overall.
